# High-throughput results as filed in PubChem BioAssay.
# ATG4B inhibitor: ATG4B protease inhibitors, primary screen, biochemical, fluorescence, uHTS. Cysteine protease ATG4B (Homo sapiens), Q9Y4P1. ATG4B cleavage of LC3-PLA2, NBD-HPC fluorescence, 1 h. inhibition, % at 8.33 µM. 340,000 tested, 0.51% active. AID 504462, 2011; in the data active means inhibition above about 40%
# Target sequence (Q9Y4P1 whole entry, looked up): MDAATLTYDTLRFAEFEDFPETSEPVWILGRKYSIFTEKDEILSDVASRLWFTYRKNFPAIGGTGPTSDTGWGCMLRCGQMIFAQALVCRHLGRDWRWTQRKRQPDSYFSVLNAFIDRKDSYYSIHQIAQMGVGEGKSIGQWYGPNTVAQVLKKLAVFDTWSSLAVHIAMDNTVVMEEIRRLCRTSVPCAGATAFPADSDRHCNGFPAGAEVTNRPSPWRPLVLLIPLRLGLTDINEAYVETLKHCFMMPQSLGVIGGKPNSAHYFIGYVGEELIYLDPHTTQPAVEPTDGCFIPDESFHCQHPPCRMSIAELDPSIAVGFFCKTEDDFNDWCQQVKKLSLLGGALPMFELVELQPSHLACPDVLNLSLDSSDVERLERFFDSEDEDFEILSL
# SENP8 block: human SENP8 protease inhibitors, primary screen, biochemical, fluorescence, Nedd8 protein substrate, uHTS; Sentrin-specific protease 8 (Homo sapiens), Q96LD8; recombinant SENP8; inhibition, % at 20 µM; 360,000 tested, 0.64% active; AID 602440, 2012; in the data active means inhibition mostly above about 40%, no sharp cut-off; inactive means mostly below about 27%
# Target sequence (Q96LD8 whole entry, looked up): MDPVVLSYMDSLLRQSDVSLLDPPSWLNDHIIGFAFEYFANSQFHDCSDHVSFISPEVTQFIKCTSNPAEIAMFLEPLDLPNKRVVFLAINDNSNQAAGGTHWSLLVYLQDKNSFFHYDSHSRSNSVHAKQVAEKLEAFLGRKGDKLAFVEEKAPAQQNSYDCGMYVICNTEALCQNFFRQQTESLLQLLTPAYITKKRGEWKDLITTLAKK
# SENP7 block: SENP7 protease inhibitors, primary screen, biochemical, luminescence, uHTS; recombinant SENP7, Z-RLRGG-aminoluciferin luminescence, 40 min; Sentrin-specific protease 7 (Homo sapiens), Q9BQF6; inhibition, % at 5 µM; 330,000 tested, 1.5% active;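 active means inhibition above about 50% at the single test dose, limit read from the data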;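 further: plate controls were DMSO with enzyme for no effect and no enzyme buffer wells for full effect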
# Target sequence (Q9BQF6 706-1050 limits assumed): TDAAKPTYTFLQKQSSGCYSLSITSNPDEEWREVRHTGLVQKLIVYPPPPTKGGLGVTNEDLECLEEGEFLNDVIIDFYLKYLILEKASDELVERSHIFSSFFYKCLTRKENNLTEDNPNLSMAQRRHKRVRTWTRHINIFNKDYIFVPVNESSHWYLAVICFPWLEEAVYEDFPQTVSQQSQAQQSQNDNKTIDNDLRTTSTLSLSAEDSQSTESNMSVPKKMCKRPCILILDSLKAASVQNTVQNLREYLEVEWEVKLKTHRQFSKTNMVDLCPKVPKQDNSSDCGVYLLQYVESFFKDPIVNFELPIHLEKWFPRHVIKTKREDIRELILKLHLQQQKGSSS
# MPTP block: mitochondrial permeability transition pore inhibitors, primary screen, biochemical, isolated mouse mitochondria, absorbance | AID 602449, 2012 | inhibition, % at 10 µM | 360,000 tested, 1.4% active | Ca2+ swelling absorbance, 30 min;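 active means inhibition of 50% or more, scaled per plate between neutral and stimulator controls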;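 further: 0% = DMSO wells given calcium and 100% = 1 mM EGTA wells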
# PfG6PD inh: PfG6PD enzyme inhibitors, primary screen, biochemical, fluorescence intensity, uHTS | glucose-6-phosphate dehydrogenase-6-phosphogluconolactonase (Plasmodium falciparum 3D7) | PfGluPho enzyme, NADPH resazurin-diaphorase fluorescence | inhibition, % at 20 µM | 350,000 tested, 0.78% active;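 active means inhibition reaching at least a set limit at 20 µM in the primary screen, cut at about 59% in these data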;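 further: 0% = DMSO wells with substrate and 100% = DMSO wells lacking glucose-6-phosphate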
# NR3A LBD binder: binders of NR3A ligand-binding domain, primary screen, biophysical, differential scanning fluorimetry, uHTS. Tm shift relative to glycine control, % at 25 µM. NR3A LBD differential scanning fluorimetry, Tm shift; 0% = protein alone, 100% = glycine-bound protein. Glutamate receptor ionotropic, NMDA 3A (GRIN3A) ligand-binding domain. 340,000 tested, 2.5% active;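 active means melting temperature shift of at least 10% of the positive control shift, at one fixed dose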
# SENP6 block: SENP6 protease inhibitors, primary screen, biochemical, luminescence, uHTS | Sentrin-specific protease 6 (Homo sapiens), Q9GZR1 | Recombinant SENP6 catalytic domain, aminoluciferin luminescence | inhibition, % at 10 µM | 330,000 tested, 1.8% active | AID 2599, 2010;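 active means inhibition above about 50% at the single tested dose, limit read from the data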;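 further: plate controls were DMSO wells with enzyme for no effect and DMSO wells lacking enzyme for full effect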
# HKDC1 inhibitor: HKDC1 hexokinase inhibitors, primary screen, biochemical, fluorescence, uHTS; Q2TB90; recombinant HKDC1, G6PDH/diaphorase resazurin coupled fluorescence; inhibition, % at 20 µM; 340,000 tested, 0.16% active; AID 493160, 2011;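 active means inhibition above about 35% when tested at 20 µM, limit read from the data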;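 further: plate controls were DMSO wells with enzyme for no effect and DMSO wells lacking enzyme for full effect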
#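 Test system: recombinant HKDC1 (HK5) hexokinase enzyme, produced in-house; Amount: enzyme 5 µg/mL final; Buffer or medium: Tris pH 8.0 buffer with MgCl2, Tween-20, BSA, BME; Reagent: glucose and ATP substrates; Doses: 20 µM test compound, 1% DMSO; Incubation: 90 min reaction incubation at room temperature, dark; Detection: resorufin fluorescence at 613 nm.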
# * = called active by the depositor; x = not tested or not shown.
1) O=C(NCc1ccco1)/C(=C\c1cccs1)NC(=O)c1ccccc1
2) Cc1ccccc1OCC(=O)N1N=C(C(F)(F)F)CC1(O)C(C)(C)C (stereo unspecified)
3) O=C(c1ccc2c(c1)OCO2)N(CC1CCCO1)C1(C(=O)NC2CCCCC2)CCCCC1 (stereo unspecified)
4) Cc1cccc(N2CCN(c3cccc(C)c3)C2c2cccnc2)c1
5) N#Cc1c(/N=C/N2CCOCC2)sc2c1CCCCC2
6) CCOC(=O)c1cc(C#N)c(N)nc1C

screen / no.	1	2	3	4	5	6
ATG4B inhibitor	-4.6	-16.9	-12.2	2.0	-7.0	-6.8
SENP8 block	13.2	26.0	26.8	25.3	-49.8	-51.7
SENP7 block	3.0	2.2	5.0	0.2	34.4	2.9
MPTP block	-0.1	16.6	1.4	-0.9	-0.1	0.1
PfG6PD inh	-15.2	2.9	2.8	8.6	-0.5	-5.8
NR3A LBD binder	-1.9	0.8	-0.2	-2.7	-1.8	1.3
SENP6 block	-3.4	10.7	-1.1	4.3	-8.0	-6.2
HKDC1 inhibitor	-2.1	-1.3	-0.4	2.4	-4.8	-0.6

7) CCOC(=O)c1c(-c2ccccc2)oc2ccc(O)c(CN3CCN(C)CC3)c12
8) CCOC(=O)C1=C(c2ccccc2)NC(=S)NC1C (stereo unspecified)
9) Cc1cc(CNC(=O)CC2C(=O)NCCN2CC(C)(C)C)nn1C (stereo unspecified)
10) COCCNC(=O)/C(C#N)=C/c1cc(Br)c(O)c(OC)c1
11) Cc1c(C(=O)NCc2ccccc2CN2CCCC2)oc2c(F)cccc12
12) C#CCN(N(C)c1ncc(C(F)(F)F)cc1Cl)S(=O)(=O)c1ccc2ccccc2c1

screen / no.	7	8	9	10	11	12
ATG4B inhibitor	-11.0	0.7	-9.0	-10.2	3.5	-10.2
SENP8 block	1.9	11.2	-41.5	5.6	15.7	27.8
SENP7 block	-5.5	-4.3	6.7	4.2	-3.1	3.4
MPTP block	-1.0	-1.8	0.5	0.9	0.6	1.3
PfG6PD inh	0.6	2.2	-13.5	20.4	9.7	-1.4
NR3A LBD binder	-2.2	0.2	0.5	0.6	1.1	1.0
SENP6 block	-24.6	8.7	-2.3	-20.1	0.1	18.0
HKDC1 inhibitor	-0.8	-1.4	15.4	3.5	-1.6	1.8

13) COc1ccc(NC(=O)c2ccc(Cc3ccc(C)cc3)o2)cc1
14) COc1ccc(S(=O)(=O)N2CCN(CC(=O)Nc3cc(OC)cc(OC)c3)CC2)cc1
15) CCC(NC(=S)NCc1ccc(F)cc1)c1ccc(C)cc1 (stereo unspecified)
16) CCOC(=O)N1CCN(S(=O)(=O)c2ccc3c(c2)CCN3C(=O)C2CC2)CC1
17) COc1ccc(CCNC(=O)CCc2ccccc2O)cc1OC
18) CC(C)(C)CC(=O)NCCCN1CCOCC1

screen / no.	13	14	15	16	17	18
ATG4B inhibitor	15.9	-8.1	28.1	-1.5	-10.0	-5.7
SENP8 block	1.9	17.9	7.1	23.7	0.6	16.2
SENP7 block	9.6	1.0	-8.1	-0.8	1.0	1.3
MPTP block	1.5	1.2	18.9	1.8	-1.8	-0.1
PfG6PD inh	14.8	4.0	4.8	-14.1	-7.3	-0.7
NR3A LBD binder	-1.7	-1.4	0.9	-2.7	19.5*	-0.4
SENP6 block	13.0	2.8	-2.6	-30.0	1.6	-10.3
HKDC1 inhibitor	0.4	0.2	-0.1	1.0	-1.5	-3.8

19) COc1ccc(CNS(=O)(=O)CCNC(=O)c2ccccc2)cc1
20) O=C(NCc1cccnc1)c1ccc(-c2cccc(Cl)c2Cl)o1
21) Cn1c(N)c(S(=O)(=O)NCc2ccccc2)c(=O)n(C)c1=O
22) O=C(CCCCCn1c(=O)[nH]c2ccsc2c1=O)N1CCN(C2CCCCC2)CC1
23) COc1cccc(/C=C/C(=O)NCC2CCCCC2)c1
24) O=C(CCCc1nc2ccccc2s1)Nc1nccs1

screen / no.	19	20	21	22	23	24
ATG4B inhibitor	1.6	-16.9	5.7	1.5	5.7	-9.7
SENP8 block	-4.4	-5.0	13.4	13.2	-42.3	-4.3
SENP7 block	-6.6	90.6*	3.8	-1.2	4.3	-0.4
MPTP block	-0.5	14.1	0.8	-0.9	0.8	0.0
PfG6PD inh	-9.8	16.1	-13.3	-16.6	7.4	19.5
NR3A LBD binder	-0.3	-5.1	-0.6	-0.8	-0.4	0.3
SENP6 block	-17.6	7.9	14.4	5.7	-5.2	-4.8
HKDC1 inhibitor	-5.4	-0.7	-3.1	-4.0	-5.7	-2.7

25) CN(C)CCCOC(=O)C1c2ccccc2Oc2ccccc21
26) CN(CC(=O)Nc1cccc(F)c1)C(=O)CSc1ccccc1F
27) CN(CC(=O)Nc1ccccc1Cl)C(=O)Cn1cc(C(F)(F)F)cc(Cl)c1=O
28) Cc1cc(N2CCN(C)CC2)nc2ccc(NC(=S)NCCCN3CCN(C)CC3)cc12
29) O=C(NCCCN1CCCC1=O)c1ccc2c(c1)NC(=O)C(N1CCOCC1)S2 (stereo unspecified)
30) CCCOc1ccc(N2C(=O)CC(SC(=NC)Nc3ccc(F)cc3)C2=O)cc1 (stereo unspecified)

screen / no.	25	26	27	28	29	30
ATG4B inhibitor	1.6	-1.9	2.4	-10.3	-5.6	-16.1
SENP8 block	12.7	-1.6	6.5	-196.6	24.5	20.7
SENP7 block	-5.2	2.8	5.5	-1.5	x	-5.1
MPTP block	-2.6	0.2	-0.4	1.0	1.9	1.2
PfG6PD inh	-9.7	35.8	8.8	3.1	40.3	-20.6
NR3A LBD binder	3.5	3.3	-0.1	-1.0	-0.5	-14.4
SENP6 block	-15.8	-4.0	-3.7	1.0	x	-11.5
HKDC1 inhibitor	5.6	6.3	-5.4	-4.1	-1.0	2.4

31) O=C(O)CSCC(=O)N(c1ccccc1)c1ccccc1
32) O=C(CSc1ccccc1F)NCCN1C(=O)CSC1=O
33) CC(Oc1ccc(C(=O)NC2CCCCC2)cc1)C(=O)O (stereo unspecified)
34) COc1cc(OC)cc(C(=O)Nc2ccc(-c3nc4ccccc4o3)cc2)c1
35) O=C(Nc1nccs1)C1CCCN1S(=O)(=O)c1ccc(F)cc1 (stereo unspecified)
36) Cc1cc(OCC(=O)NCCCN2CCCC2=O)c2c(C)c(C)c(=O)oc2c1

screen / no.	31	32	33	34	35	36
ATG4B inhibitor	4.1	-1.7	-5.8	-15.3	-4.5	-7.8
SENP8 block	0.3	13.4	13.3	-264.4	21.4	-334.7
SENP7 block	-5.3	9.3	0.4	-3.4	4.4	0.3
MPTP block	-1.1	-1.1	-1.2	0.2	-1.8	-1.7
PfG6PD inh	-18.8	-14.8	-6.7	3.5	-5.0	11.9
NR3A LBD binder	-0.5	-0.9	6.6	19.9*	-1.4	-1.0
SENP6 block	-4.4	4.7	-5.0	1.1	10.8	0.6
HKDC1 inhibitor	1.7	-1.5	-9.2	-0.4	-2.8	-0.8

37) O=C1NC(=S)CN1c1ccccc1
38) O=C(Nc1ccc(COc2ccccc2)cc1)c1cccc([N+](=O)[O-])c1
39) CCN1CCN(C(c2cccs2)C(C)NC(=O)c2ccco2)CC1 (stereo unspecified)
40) Cc1ccc(S(=O)(=O)Nc2c(C)nn(C)c2C)cc1C
41) CN1CCN(S(=O)(=O)c2cccc(C(=O)Nc3sccc3C(N)=O)c2)CC1
42) COc1cccc(Nc2nnc(SCC3CCCCO3)s2)c1 (stereo unspecified)

screen / no.	37	38	39	40	41	42
ATG4B inhibitor	-6.0	-13.4	-4.0	4.6	-1.9	-3.1
SENP8 block	7.8	16.1	14.7	8.7	-51.6	2.8
SENP7 block	1.7	62.5*	5.5	-8.4	5.3	16.6
MPTP block	3.4	24.3	-1.3	-0.6	0.2	-1.9
PfG6PD inh	43.4	8.8	-5.5	-14.3	21.9	9.3
NR3A LBD binder	1.2	21.9*	0.5	-0.4	-0.1	0.3
SENP6 block	-4.3	9.3	-27.0	-1.9	-1.1	20.2
HKDC1 inhibitor	1.4	-9.7	12.8	-1.1	4.6	4.1

43) OCCC1CN(Cc2ccc3cccc(F)c3n2)CCN1Cc1ccccc1 (stereo unspecified)
44) COc1ccc(C2=NOC(C(=O)NCc3ccco3)C2)cc1 (stereo unspecified)
45) COC(=O)C(C(C)C)N1CCc2c(C)nc3c(C#N)cnn3c21 (stereo unspecified)
46) C=C(C)COc1ccc(-c2ncncc2Oc2ccc(OC)cc2)c(O)c1
47) O=C(O)c1ccc2nc(-c3ccco3)c(-c3ccco3)nc2c1
48) CCOc1cc(/C=N/NC(N)=O)ccc1OCC(=O)Nc1ccc(C)c(C)c1

screen / no.	43	44	45	46	47	48
ATG4B inhibitor	1.0	3.5	-8.8	0.1	-0.7	-17.3
SENP8 block	-12.7	13.9	-389.0	17.3	-450.5	-6.5
SENP7 block	-0.1	4.7	4.8	1.8	-29.7	0.5
MPTP block	-2.2	-0.9	-4.4	-2.3	0.3	1.2
PfG6PD inh	-3.4	10.8	16.0	-0.3	50.8	16.8
NR3A LBD binder	0.7	11.2*	0.2	21.0*	-0.9	-2.3
SENP6 block	14.7	8.3	12.6	-0.6	15.2	7.6
HKDC1 inhibitor	-1.2	6.4	1.4	-2.0	11.7	-2.5

49) COC(=O)C(C)Sc1ccc2nnc(CCNS(=O)(=O)c3ccccc3)n2n1 (stereo unspecified)
50) Cc1cccc(CCN(CC(=O)NCc2ccc(F)cc2)C(=O)c2csnn2)c1
51) O=C(COC(=O)c1ccc(S(=O)(=O)C(F)F)cc1)NC(=O)NC1CCCCC1
52) O=S(=O)(c1ccc(Cl)cc1)c1snnc1-c1ccccc1
53) Cc1c(C(=O)NCC2CCCO2)sc2nc(-c3ccc(F)cc3)cn12 (stereo unspecified)
54) CC(=O)Nc1cccc(N/C=C(\C=O)c2nc3ccccc3o2)c1
55) CCCCNC(=O)Nc1ccccc1CC
56) Cc1ccc2nc(NC(=O)CSc3nc4c(c(=O)n3C)SC(C)C4)sc2c1 (stereo unspecified)

screen / no.	49	50	51	52	53	54	55	56
ATG4B inhibitor	-2.5	-10.2	5.4	-5.0	-16.2	-8.4	4.0	-0.4
SENP8 block	-38.8	4.1	11.7	20.7	7.8	-288.2	8.6	11.1
SENP7 block	-6.8	-0.8	-0.9	0.8	3.6	-3.4	1.9	-12.2
MPTP block	-1.8	-1.2	0.7	1.4	0.2	1.1	-1.0	3.3
PfG6PD inh	2.8	3.7	12.7	44.2	20.0	-8.1	3.9	2.9
NR3A LBD binder	-2.3	-0.4	-2.1	4.8	-0.2	0.4	4.1	-3.1
SENP6 block	-24.4	-13.1	4.6	-14.3	5.3	-26.1	12.9	-14.9
HKDC1 inhibitor	-6.3	0.4	-2.5	10.7	1.6	5.8	-4.8	-3.4
